Tau fluor counter – Counterscreen qHTS for Inhibitors of Tau Fibril Formation, Fluorescence Polarization. tau K18 P301L (four-repeat tau fragment) Alexa594 fluorescence, heparin fibrillization. Potency, µM (titrated, usually from 57.7 µM), for the others: at the highest dose activity change, negative = decrease. 0.93% of 280,000 active. AID 1463, 2008; further: on the % scale 0 is the no-effect control and ±100 the full control effect; nearly all actives have a fitted effect of over 55% in size
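Human K18 P301L tau (15 uM unlabeled plus 0.24 uM Alexa 594-labeled, final) in 100 mM sodium acetate pH 7 was mixed with compound and 20 uM heparin and incubated 6 hr at 37 C.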
Epigenetic reg – Quantitative High-Throughput Screen for Regulators of Epigenetic Control. Potency, µM (doses to about 53.9 µM), for the others: at the top dose GFP activation, most hits filed as activators. 0.2% of 280,000 active. murine LDR cells, GFP reporter derepression, 30 h; further: % of control where 0% means no effect; nearly all actives have a fitted effect of over 60% in size
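Murine LDR cells bearing a silenced CMV-driven GFP reporter were exposed to compound for 30 h at 37 C. After PBS washes, GFP-positive cells (20-120 um objects) counted by laser-scanning microplate cytometry.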
An asterisk follows results filed as active; ? = inconclusive. The call rests on the fitted dose curve; in most records, active means well fitted curve in the direction sought with a large enough effect; inconclusive means small, poorly fitted or top-dose-only effect, or another doubt; inactive means no such curve, though single readings can be large; an effect the other way counts as inactive or inconclusive. Potency means the concentration at half of the fitted maximal effect. An excerpt; count on the stated rates, not on these rows.

Every second line gives: Tau fluor counter | Epigenetic reg
Cc1ccc2ccc3cc(C(=O)N4CCN(c5ccccc5)CC4)nc3c2[nH]1
→ -20% | -1.3%
CCS(=O)(=O)Nc1ccc(-c2cn3c(C)csc3n2)cc1
→ -26% | -1.6%
Cc1ccc(C2=NN(CC(=O)NCCc3ccccc3)C(=O)CC2)cc1
→ -13% | -1.2%
O=C(CSc1nnc(-c2ccccc2)c(-c2ccccc2)n1)NC1CCCCC1
→ -12% | 1.6%
Cc1ccc(C)c(CNC(=O)C2CCN(c3nc4ccccc4nc3C(F)(F)F)CC2)c1
→ -2% | 0.7%
CCc1cccc(C)c1NC(=O)c1cc(C)nc2c1c(C)nn2-c1cccc(Cl)c1C
→ 2% | -1.3%
Cc1cc(C)cc(-n2cnc3cc(C(=O)NCCc4ccccc4)ccc32)c1
→ -12% | 1.4%
CCc1ccccc1N1C(=O)N(Cc2ccccc2C)c2ccccc2S1(=O)=O
→ -18% | -0.2%
COc1cc(OC)c(NC(=O)CCCn2nc(C)c3c(C)n(-c4ccccc4)nc3c2=O)cc1Cl
→ -5% | -11%
COc1cccc(C(=O)Nc2c3c(nn2-c2ccc(Cl)cc2)CS(=O)(=O)C3)c1
→ -9% | -0.8%
COc1cc(NC(=O)CC2C(=O)N(c3ccccc3)C(=O)N2Cc2ccc(F)cc2)cc(OC)c1 (centres undefined)
→ -24% | 0.0%
Cc1ccc(-n2nc3c(N4CCC(C(=O)NC(C)c5ccccc5)CC4)nnc(C)c3c2C)cc1 (centres undefined)
→ -16% | ?
COc1ccc(Cl)cc1NC(=O)Cn1c(=O)oc2cc(S(=O)(=O)N3CCCCCC3)ccc21
→ -2% | 2.7%
CCOC(=O)c1ccccc1NC(=O)N1CCN2CCCCC2C1 (centres undefined)
→ 4% | -0.7%
Cc1cccc(NC(=O)c2cc(S(=O)(=O)NCc3ccc4c(c3)OCO4)ccc2F)c1C
→ -7% | 2.6%
CS(=O)(=O)NCCc1csc2nc(-c3ccccc3)nn12
→ -5% | 1.0%
COc1ccc(-c2nc(C)c(CCNC(=O)C(=O)Nc3cccc(F)c3)s2)cc1OC
→ -6% | 4.2%
Cc1cccc(NC(=O)Cn2nnc(C(=O)Nc3ccc(F)c(Cl)c3)c2N)c1
→ 11% | 0.0%
COc1cccc(N2C(=O)C(CC(=O)Nc3cccc(F)c3)N(C3CCCC3)C2=O)c1 (centres undefined)
→ -15% | 12%
CN(C)c1ccc(-c2nc(-c3cc4cc(Cl)ccc4oc3=O)cs2)cc1
→ -21% | -1.3%
COC(=O)c1sccc1S(=O)(=O)N1CCN(c2cccc(C)c2)C(C)C1 (centres undefined)
→ -12% | 0.0%
COc1ccccc1CNC(=O)c1cnc2sc(N3CCCCC3)nn2c1=O
→ -12% | 0.7%
COc1cccc(CN2C(=O)C3(SCC(=O)N3c3ccc(F)cc3)c3ccccc32)c1 (centres undefined)
→ -5% | 5.8%
CN(C(=O)c1cnc(N2CCOCC2)c2ccccc12)c1ccccc1F
→ -6% | 2.2%
CCOC(=O)c1c(S(=O)(=O)N2CCCC(C(=O)Nc3cc(C)ccn3)C2)c(C)n(C)c1C (centres undefined)
→ -9% | -1.3%
CCSc1nc2n(n1)C(c1ccc(CC)cc1)C(C(=O)Nc1ccccc1OC)=C(C)N2 (centres undefined)
→ 4% | 6.3%
COc1cccc(CNC(=O)c2ccc(NC(=O)N3CCCCc4ccccc43)cc2)c1OC
→ -4% | 2.9%
Cc1c(Cl)cccc1-n1ncc(C(=O)Nc2ccc(Br)cc2F)c1C1CCNCC1
→ -3% | 2.5%
Cc1ccc(CCNC(=O)c2cc(-c3ccc(Cl)cc3)n[nH]2)cc1
→ 12% | -3.4%
COC(=O)c1ccc(NC(=O)CC2C(=O)N(c3ccccc3)C(=O)N2Cc2cccs2)cc1 (centres undefined)
→ -22% | 0.0%
CCOc1ccccc1CNC(=O)c1cc2cc(S(=O)(=O)N3CCCCC3)ccc2n1C
→ -14% | -0.3%
COc1ccccc1Cc1nc2ccccc2nc1SCC(=O)Nc1ccccc1C(F)(F)F
→ 0% | ?
CN(Cc1ccccc1)C(=O)c1ccc2c(c1)N(Cc1ccccc1Cl)C(=O)c1ccccc1S2
→ -10% | -1.1%
O=C(NCC(c1cccs1)S(=O)(=O)c1cccs1)c1ccccc1F (centres undefined)
→ 0% | -0.6%
CCOC(=O)c1c(C)[nH]c(C)c1S(=O)(=O)NCC(=O)NCc1ccccc1Cl
→ -5% | -1.8%
CCC1CN(S(=O)(=O)c2cc(-c3cc(C)no3)ccc2OC)c2cc(Cl)ccc2O1 (centres undefined)
→ ? | 1.0%
CCOc1ccc(CNc2cc(C)nc3nc(-c4cccc(C)c4)nn23)cc1OC
→ -15% | -1.7%
Cc1c(Cl)cccc1NC(=O)CCS(=O)(=O)c1ccc2c(c1)CC(C)N2C(=O)C1CC1 (centres undefined)
→ -1% | 2.1%
COCCCNC(=O)N1CCN(c2nnc(C)c3c(C)n(-c4ccc(Cl)cc4)nc23)CC1
→ -3% | 0.0%
Cc1ccc(NC(=O)Cn2cnc3c2c(=O)n(C)c(=O)n3C)cc1C
→ -2% | -1.1%
CCc1ccc(NC(=O)c2ccc(F)c(S(=O)(=O)NC3CCCCCC3)c2)cc1
→ ? | 2.9%
Cc1cn(C)c(CC(=O)N2CCN(c3ccc(F)cc3)CC2)c1C(=O)O
→ -1% | 0.0%
CCN1C(=O)c2ccccc2Sc2ccc(NC(=O)c3ccc(C)c(F)c3)cc21
→ -19% | 1.1%
COc1ccc(Cl)cc1NC(=O)c1c(NCc2ccc(C)o2)sc2c1CCCCC2
→ -21% | -1.1%
CC1CCN(C(=O)CSc2nc(-c3ccc(C(C)C)cc3)no2)CC1
→ -26% | -3.7%
CN(C)c1ccc(CNC(=O)c2cnc3sc(N4CCCCCC4)nn3c2=O)cc1
→ -4% | 0.8%
COc1ccc(NC(=O)c2nnn(CC(=O)Nc3c(C)cc(C)cc3C)c2N)cc1OC
→ -17% | -1.3%
N#Cc1ccc(CN2C(=O)c3ccccc3Sc3ccc(C(=O)OCc4ccco4)cc32)cc1
→ -9% | -1.7%
CCOc1ccccc1NC(=O)N1CCCn2nc(C)cc21
→ -10% | 0.0%
CC1=C(c2ccc(C)c(C)c2)S(=O)(=O)N=C1N1CCC(C(=O)N2CCC(C)CC2)CC1
→ 7% | 0.8%
Cc1nn(C(=O)c2cccc([N+](=O)[O-])c2C)c(C)c1S(=O)(=O)N1CCOCC1
→ -25% | -0.9%
Cc1ccc(CNC(=O)C(=O)NCC(c2ccco2)S(=O)(=O)c2cccs2)cc1 (centres undefined)
→ -6% | 0.7%
CC(C)(C)c1ccc(C(=O)NCC(c2ccco2)S(=O)(=O)c2ccccc2)cc1 (centres undefined)
→ -23% | -2.9%
CCN(C(=O)C1CCN(S(=O)(=O)c2ccc3c(c2)CCCN3C(C)=O)CC1)c1cccc(C)c1
→ -1% | 0.0%
CCc1ccc(NC(=O)CSc2nccn2-c2ccc(OC)cc2)cc1
→ -14% | 1.4%
CCc1nnc2c3ccccc3nc(Nc3ccc(C(C)=O)cc3)n12
→ -13% | 0.0%
CCOC(=O)CC(=O)CSc1nc2ccccc2c(=O)n1CCc1ccc(S(N)(=O)=O)cc1
→ -7% | -1.3%
COc1ccc(NC(=O)CC2C(=O)N(c3ccc(F)cc3)C(=O)N2Cc2ccco2)cc1 (centres undefined)
→ -5% | -0.5%
Cc1c(C(=O)N(C)C)sc2c1c(=O)n(-c1ccc(Cl)c(Cl)c1)c(=O)n2Cc1ccc(F)cc1
→ -5% | 0.0%
CCOc1cc(C(=O)OCc2cc(=O)n3c(C)csc3n2)cc(OCC)c1OCC
→ 5% | 2.9%

(more compounds)
Every second line gives: Tau fluor counter | Epigenetic reg
COc1ccc(OC)c(NC(=O)CSC2=Nc3ccccc3C3=NC(CC(=O)NCc4ccco4)C(=O)N23)c1 (centres undefined)
→ -13% | 1.3%
Cc1cc(C)cc(N2C(=O)CSC23C(=O)N(Cc2c(F)cccc2Cl)c2ccccc23)c1 (centres undefined)
→ -10% | -1.3%
COc1cccc(NC(=O)CCNS(=O)(=O)c2ccc3c(c2)CCCC(=O)N3)c1
→ -6% | -0.2%
CCN(CC)C(=O)c1sc2c(c1C)c(=O)n(-c1ccccc1)c(=O)n2Cc1c(C)cc(C)cc1C
→ 0% | -1.3%
CCOC(=O)c1noc2nc(C)n(CC(=O)Nc3ccccc3F)c(=O)c12
→ -6% | -1.7%
COc1cccc(-n2ccnc2SCC(=O)Nc2c(C)cc(C)cc2C)c1
→ -3% | 0.0%
CCc1ccc(S(=O)(=O)n2ccnc2)cc1
→ 9% | -1.8%
COc1cccc(C(=O)Nc2ccccc2SCc2cc(=O)c3cccc(C)c3[nH]2)c1
→ -10% | -2.9%
COc1cccc(N2CC(NC(=O)C3CCCC3)CC2=O)c1 (centres undefined)
→ -2% | 0.3%
O=C(Nc1nnc2n1CCS2)c1ccccc1
→ 8% | -1.1%
CCOc1ccc(CCNC(=O)Cc2ccc(NC(=O)N3CCSc4ncccc43)cc2)cc1
→ -17% | 1.3%
COc1cccc(C2=CC(c3cc(Br)ccc3F)n3nnnc3N2)c1 (centres undefined)
→ -17% | 5.4%
COc1cccc(CNC(=O)c2cc3c(=O)n(Cc4cccnc4)ccc3nc2C)c1
→ -3% | 1.5%
CCOc1ccc(OCC)c(Nc2nc3ccc(C(=O)c4ccccc4)cc3n3cnnc23)c1
→ -8% | 1.3%
Cc1ccccc1NC(=O)CSc1nc(-c2ccco2)nc2cc(=O)[nH]n12
→ -14% | 2.0%
CCOC(=O)c1cc(-c2ccc(OC)cc2)n(CCC(=O)NCc2ccc(OC)cc2)c1C
→ -15% | 0.0%
COc1ccc(C(=O)CCC(=O)Nc2cc(C)ccc2C)cc1
→ -6% | -1.1%
CN(C(=O)Cn1cnc2onc(-c3ccc(F)cc3)c2c1=O)c1ccccc1Cl
→ ? | -0.4%
CCCN(CCC)S(=O)(=O)c1ccc(C(=O)Nc2sc3c(c2C(=O)OC)CCN(CC)C3)cc1
→ -6% | ?
CCOC(=O)c1ccc(NC(=O)Cn2c3ncccc3c(=O)n2-c2ccc(C)c(C)c2)cc1
→ ? | -2.5%

Two compounds drawn at random from the list so far:
Every second line gives: Tau fluor counter | Epigenetic reg
CCOC(=O)c1noc2nc(C)n(CC(=O)Nc3ccccc3F)c(=O)c12
→ -6% | -1.7%
COc1cccc(NC(=O)CCNS(=O)(=O)c2ccc3c(c2)CCCC(=O)N3)c1
→ -6% | -0.2%

Back to the main list, repeating the two entries before the break.
Every second line gives: Tau fluor counter | Epigenetic reg
CCCN(CCC)S(=O)(=O)c1ccc(C(=O)Nc2sc3c(c2C(=O)OC)CCN(CC)C3)cc1
→ -6% | ?
CCOC(=O)c1ccc(NC(=O)Cn2c3ncccc3c(=O)n2-c2ccc(C)c(C)c2)cc1
→ ? | -2.5%
CCOC(=O)Cn1c(=O)n(CC2CCCO2)c2nc(-c3ccccc3OC)nc(C(N)=O)c21 (centres undefined)
→ 10% | -0.9%
CC(=O)c1ccc(N2CCN(C(=O)CCS(=O)(=O)c3ccc4c(c3)oc(=O)n4C)CC2)cc1
→ -13% | -1.3%
COC(=O)c1c(SC)nc2ccccc2c1OCc1ccc(Cl)cc1
→ -22% | -3.1%
CC(C)CCNC(=O)c1ccc2nc(CCc3ccccc3)oc2c1
→ 6% | 1.7%
O=c1cc(-c2ccccc2)n2c(SCc3ccccc3)nnc2[nH]1
→ -13% | -4.1%
CCC(=O)N1CCCc2cc(S(=O)(=O)N3CCC(C(=O)Nc4ccc(F)c(F)c4)CC3)ccc21
→ ? | 0.0%
CCCCC(=O)Nc1ccc(C(=O)OCc2cc(=O)n3ccsc3n2)cc1
→ -17% | 1.6%
CCCN(CCC)C(=O)Cn1c(=O)n(-c2ccc(Cl)c(Cl)c2)c(=O)c2c(C)c(C(=O)N(C)C)sc21
→ 18% | 0.0%
Cc1ccc(Cn2c(CN3CCC(C(=O)NCc4cccnc4)CC3)cc3ccccc32)cc1
→ -10% | -0.5%
Cc1ccc(C)c(CN2C(=O)c3ccccc3S(=O)(=O)c3ccc(C(=O)OCC4CCCO4)cc32)c1 (centres undefined)
→ -21% | -1.5%
CCOc1ccc(CNC(=O)Cn2nc(C)c3nn(-c4ccc(Cl)cc4)c(C)c3c2=O)cc1OC
→ 4% | 7.3%
COc1ccccc1CNC(=O)c1ccc2[nH]c(C)c(C)c2c1
→ ? | 1.1%
Cc1cccc(NC(=O)c2cc(S(=O)(=O)N3CCCCCC3)cn2C)c1C
→ -5% | 4.2%
COc1cc(-c2noc(-c3cc(C(C)C)[nH]n3)n2)cc(OC)c1OC
→ -20% | -4.6%
CCCOc1ccc(CNC(=O)C(NS(=O)(=O)c2cccs2)C(C)C)cc1 (centres undefined)
→ -8% | -3.4%
CCOc1ccc(-n2cc(-c3ccccc3)c3c(NCCc4ccccc4)ncnc32)cc1
→ -12% | 0.7%
Cc1ccc(-c2nc(C)c(CCNC(=O)c3ccco3)s2)cc1
→ -10% | 0.0%
Cc1nc(N2CCOCC2)c2c(C(=O)N3CCN(c4cccc(C)c4C)CC3)c(C)oc2n1
→ -13% | 3.8%

Look-ups from the entries so far:
Reading of CCC(=O)N1CCCc2cc(S(=O)(=O)N3CCC(C(=O)Nc4ccc(F)c(F)c4)CC3)ccc21 in Epigenetic reg: 0.0%
Reading of CCOc1ccc(-n2cc(-c3ccccc3)c3c(NCCc4ccccc4)ncnc32)cc1 in Epigenetic reg: 0.7%
Reading of CCCOc1ccc(CNC(=O)C(NS(=O)(=O)c2cccs2)C(C)C)cc1 (centres undefined) in Tau fluor counter: -8%

Bioassay records: PubChem BioAssay, National Center for Advancing Translational Sciences (NCATS)
